TGFb SMAD3 inh: inhibitors of TGF-b signaling; AID 588855; HepG2 CAGA-GFP TGF-b/SMAD3 reporter, GFP fluorescence, 18 h; TGF-beta stimulated, 500 pg/mL final; hit rate 1.2% among 410,000; Potency, µM (highest dose often 46.1 µM), for inactives: at the highest dose activity, negative = inhibition, hits mostly inhibitors; note: potency is the fitted concentration of half-maximal effect; % is set by controls: 0 for no effect and ±100 for the full control effect; nearly all actives have a fitted effect of over 65% in size
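HEPG2 CAGA-GFP cells (1000/well, DMEM with 1% FBS) were pre-incubated 2 h at 37 degrees C, given compound by pin tool, then stimulated with TGF-beta at 500 pg/mL final for 18 h before per-cell GFP fluorescence imaging.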
S2 tox: reduces viability in counter-screen for ATXN expression inhibitors | Potency, µM (series often up to 56.7 µM), most hits filed as cytotoxic | AID 651635 | S2 cells (HEK-293 line with an ATXN2-luciferase reporter) viability, CellTiter-Fluor protease fluorescence, 24 h | hit rate 0.49% among 400,000; note: potency is the fitted concentration of half-maximal effect; nearly all actives have a fitted effect of over 40% in size
A549 viability: counter-screen for Nrf2 inhibitors: cytotoxicity in A549 cells; A549 ARE-Fluc cells, CellTiter-Fluor viability, 18-24 h; Potency, µM (titrated, usually from 46 µM), without a hit: top-dose activity change, negative = cytotoxicity, actives largely listed as inhibitors; hit rate 0.16% among 390,000; AID 504648; note: potency is the fitted concentration of half-maximal effect; % is set by controls: 0 for no effect and ±100 for the full control effect
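Cytotoxicity counterscreen: CellTiter-Fluor fluorescence was measured in A549 ARE_Fluc cells after 18-24 h of compound exposure in a concentration series. The subsequent BugLite luminescent read reports ARE-luciferase activity.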
Mm-Cpn inhibitor: blocks the Methanococcus maripaludis chaperonin Mm-Cpn | purified Mm-Cpn ATPase, ADP Transcreener TR-FRET | Potency, µM (highest dose often 76.9 µM), for the others: at the top dose activity, negative = inhibition, actives largely listed as inhibitors | AID 504842 | hit rate 0.031% among 330,000; note: potency is the fitted concentration of half-maximal effect; % is set by controls: 0 for no effect and ±100 for the full control effect; nearly all actives have a fitted effect of over 80% in size
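ATPase read-out: TR-FRET ADP immunoassay (anti-ADP Eu cryptate vs ADP-d2), ex 320 nm, em 590/665 nm; signal drops as ADP forms. Enzyme 25 nM, ATP 10 uM, 30 min at 37°C after 10 min compound preincubation.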
CCT chaperon mod: cytosolic chaperonin activity modulation; purified chaperonin ATPase assay, HTRF ADP detection, 30 min; activity change, % (concentration not given with the values), hits read low; hit rate 0.3% among 360,000; in the data active = activity change below about -30%; note: % is set by controls: 0 for no effect and ±100 for the full control effect
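First, chaperonin was dispensed at 40 nM or 20 nM final depending on batch activity. Next, compounds were pinned at 76 uM and ATP added at 10 uM. After 30 min at 37 °C, ADP detection reagents ran 30 min at ambient temperature.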
Nrf2 activator: activators of Nrf2 (ARE) signaling; AREc32 ARE-luciferase reporter (MCF7-derived line), luminescence, 24 h; Potency, µM (doses to about 46.1 µM), for the others: at the highest dose activation, usual class: activators; hit rate 0.31% among 410,000; note: potency is the fitted concentration of half-maximal effect; % of control where 0% means no effect; nearly all actives have a fitted effect of over 65% in size
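ARE-driven firefly luciferase activity in AREc32 cells measured after a 24 hr compound exposure at 37 deg C, using Steady-Glo reagent and a 30 min room-temperature hold.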
HepG2 tox: counter-screen for TGF-b inhibitors: cytotoxicity in HepG2 cells; HepG2 CAGA-GFP viability, ATP luminescence, 18 h; Potency, µM (highest dose often 46.1 µM), for the others: top-dose activity change, negative = cytotoxicity, actives largely listed as cytotoxic; hit rate 0.76% among 410,000; AID 588856; note: potency is the fitted concentration of half-maximal effect; some results filed as inactive show a strong effect at the top dose
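HepG2 CAGA-GFP cells (1000/well, DMEM with 1% FBS) received compound, then TGF-beta at 500 pg/mL final, and were incubated 18 hours at 37 degrees C. Viability was read by CellTiter-Glo luminescence. Media-only wells were set as complete cell-killing and DMSO as no toxicity.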
Akt phos inh: blocks phosphorylation of Akt; hit rate 0.32% among 360,000; Neuro2A IGF-stimulated pAkt S473 HTRF, 20 min; stronger effect = lower value; AID 651550; activity change, % for hits at 50 µM; in the data active = activity change below about -80%; inconclusive = mostly about -51% to -80%; note: % is set by controls: 0 for no effect and ±100 for the full control effect
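Single-point screen (50 µM final compound) in Neuro2A cells stimulated 20 min with 6 nM IGF at 37 deg C. After lysis, Ser473-phosphorylated Akt read by HTRF (ex 330 nm, em 615/665 nm) as the 665/615 ratio.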
Nrf2 block: Nrf2 pathway inhibition; hit rate 2.1% among 360,000; A549 ARE-Fluc reporter, luciferase luminescence, 18-24 h; Potency, µM (highest dose often 46 µM), for inactives: at the highest dose activity change, negative = inhibition, actives largely listed as inhibitors; note: potency is the fitted concentration of half-maximal effect; % is set by controls: 0 for no effect and ±100 for the full control effect; nearly all actives have a fitted effect of over 60% in size
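Concentration-response testing used A549 ARE_Fluc cells at 5000 cells/well. Following an 18-24 h compound incubation, viability was read by fluorescence (Ex 405/Em 525) and luciferase output by luminescence.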
* marks the source's active call; other numbers are inactive results; i = inactive; ? = inconclusive; / = no result given; [ ] = remark or other dose. Unless noted, calls come from the whole dose curve; as a rule, active = well fitted curve in the direction sought with a large enough effect; inconclusive = small, poorly fitted or top-dose-only effect, or another doubt; inactive = no such curve, though single readings can be large; an effect the other way counts as inactive or inconclusive. No enrichment for hits. About 4.4% of those tested had a hit in this group.

No. | Compound | TGFb SMAD3 inh | S2 tox | A549 viability | Mm-Cpn inhibitor | CCT chaperon mod | Nrf2 activator | HepG2 tox | Akt phos inh | Nrf2 block
1 | O=S(=O)(Nc1ccc2c(c1)nc1n2CCN(Cc2ccccc2)C1)c1ccccc1 | 4% | i | -6% | -16% | -3.8 | 0.2% | -2% | i | ?
2 | O=S(=O)(c1cccc(F)c1)N1CCN(C(=S)NCC2CCCO2)CC1 (centres undefined) | 0% | i | 2% | -2% | -4.3 | 0.0% | -28% | i | ?
3 | Cc1ccccc1CN1C(=O)[C@@H]2Cc3c([nH]c4ccccc34)C(C)(C)N2C1=O | ? | ? | -1% | / | / | 1.0% | -24% | / | ?
4 | O=C(COC(=O)CCc1ccccc1)NCc1ccccc1 | 4% | i | 0% | 1% | 0.6 | -0.1% | 1% | i | 1%
5 | Cc1ccc(NC(=O)Cn2c(=O)ccc3cc(S(=O)(=O)N4CCC(C)CC4)ccc32)cc1C | 5% | i | 13% | / | / | 0.0% | -12% | / | /
6 | CC(=O)NCCn1c(SCc2ccccc2C)nc2ccccc2c1=O | ? | / | -6% | 1% | -0.3 | -0.1% | -33% | / | -16%
7 | N/C(=N\OC(=O)c1ccccc1Br)c1cccc([N+](=O)[O-])c1 | 8% | i | -5% | -3% | -3.0 | ? | 6% | i | ?
8 | COCCNC(=O)C1CCCN(C(=O)c2sccc2C)CC1 (centres undefined) | 3% | i | / | / | -0.9 | 0.1% | -1% | i | /
9 | CCc1ccc(/C=C2\SC(=S)N(CCCC(=O)Nc3ccc(C(=O)O)cc3)C2=O)cc1 | -1% | i | -5% | 1% | 3.1 | -1.8% | 6% | i | 13%
10 | COCCOC(=O)C1=C(C)N(c2ccccc2)C(=O)NC1c1cccc([N+](=O)[O-])c1 (centres undefined) | -9% | i | 5% | 0% | 1.0 | 0.3% | -5% | i | 10%
11 | Cc1ccc(S(=O)(=O)NCCC(=O)NCc2ccccc2)cc1 | -5% | i | 21% | 1% | 0.7 | -0.1% | 1% | i | ?
12 | COc1cccc(CN2CCN(S(=O)(=O)c3ccc(NC(C)=O)cc3)CC2)c1OC | 0% | i | -8% | 3% | 1.6 | 0.2% | 6% | i | 9%
13 | Cc1ccc(-n2c(O)c(C=NCc3ccccn3)c3ccccc3c2=O)cc1C | -5% | i | -15% | 1% | -0.3 | 9.6% | -16% | i | 10µM*
14 | CC(=O)N1CC2([N+](=O)[O-])CN(C(C)=O)CC([N+](=O)[O-])(C1)C2(C)C | -7% | i | 10% | -1% | -0.9 | -0.3% | -32% | i | 6%
15 | C[C@H]1COc2cccc(N3CCSCC3)c2S(=O)(=O)N1 | / | i | / | / | -0.5 | -0.3% | / | i | /
16 | CCOc1ccc2nc(NC(=O)CN3CCN(C)CC3)sc2c1 | 37%[activator] | i | 14% | 2% | -0.9 | 4.1% | -12% | i | /
17 | O=[N+]([O-])c1c(NCCCO)cc(Sc2ccc(Cl)cc2)c2nonc12 | 5% | 32µM* | -19% | -2% | 1.5 | 6.1% | -22% | i | 3%
18 | Cc1cccc(CSc2nnc3[nH]c(=O)cc(-c4ccccc4)n23)c1 | 4% | / | 0% | / | / | 0.7% | 0% | / | /
19 | C=CCC(C(=O)Oc1c(C(C)(C)C)cc(C)cc1C(C)(C)C)c1ccccc1 (centres undefined) | 1% | i | 3% | -1% | -2.3 | -1.0% | -6% | i | 1%
20 | COCCN(Cc1ccccc1)C(=O)C1CCN(S(=O)(=O)c2ccc(OC)c(OC)c2)CC1 | 0% | i | 0% | -1% | -0.6 | 0.5% | -57% | i | -8%
21 | O=C(Cn1ncc2c3ccccc3n(Cc3ccccc3F)c2c1=O)N1CCCCCC1 | 1% | i | -3% | / | / | -0.2% | 2% | / | ?
22 | CN(Cc1ccccc1)C(=O)COC(=O)c1ccc(=O)n(Cc2ccccc2)n1 | 2% | ? | 3% | -2% | -1.3 | -0.1% | 2% | i | 5%
23 | COc1ccc(N2CC(NC(=O)COc3ccc4ccccc4c3)CC2=O)cc1OC (centres undefined) | 6% | i | 7% | / | / | 0.3% | -1% | / | /
24 | CNC(=O)c1c(NC(=O)c2ccc(S(=O)(=O)N3CCCCC3)cc2)sc2c1CCC2 | -2% | / | 0% | / | / | 0.1% | -13% | / | /
25 | COc1ccc(C(=O)N2CCCc3ccccc32)cc1OC | 15% | i | -8% | -1% | 2.1 | 3.6% | 0% | i | -29%
26 | NC(=O)N/N=C(/CCCCCC/C(=N\NC(N)=O)c1ccccc1)c1ccccc1 | ? | i | -7% | -4% | 1.9 | 7.5% | -47% | i | ?
27 | N#C/C(=C(/O)CN1CCCCC1)c1nc(-c2ccc(Cl)cc2)cs1 | -2% | i | 7% | 0% | -1.3 | 3.1% | -7% | i | ?
28 | COC(=O)c1sc2nc(-c3ccccc3)nc(N3CCN(C)CC3)c2c1C | 1% | i | 3% | -1% | 0.9 | 7.8% | -13% | i | 0%
29 | O=C(NCCCN1CCOCC1)c1ccc(Br)cc1 | -2% | i | 19% | -1% | 1.6 | 3.2% | -4% | i | /
30 | O=C(NCCO)c1ccc(-c2nnc(Nc3ccc(O)cc3)c3ccccc23)cc1 | -9% | i | 6% | -2% | 1.3 | -0.6% | -5% | i | 5%
31 | O=C(Nc1ccncc1)c1c(Cl)cccc1Cl | ? | i | -8% | 1% | 1.9 | 6.5% | -63% | i | ?
32 | CSc1sc(C(=O)Nc2ccc(F)cc2F)c2c1C=CCC2 | 0% | ? | 7% | -20% | 0.2 | 5.2% | -18% | i | 3%
33 | COc1ccc(C(=O)NCc2nnc(SCC(=O)N3CCC(C)CC3)o2)cc1 | -2% | i | -8% | 1% | -0.5 | 0.7% | 3% | i | -3%
34 | O=C(CN1CCNCC1)Nc1ccc(Oc2ccccc2)cc1 | 2% | i | ? | 2% | -0.1 | 0.3% | -15% | i | 16%
35 | CCC1CCCCN1C(=S)NC(=O)c1ccco1 (centres undefined) | -10% | i | -2% | -1% | 0.5 | 0.4% | -3% | i | 2%
36 | CCOc1ccc(C(=O)N(CC)CC(=O)Nc2ccc3c(c2)OCCO3)cc1OCC | -4% | i | 7% | 2% | -0.7 | -0.8% | -3% | i | 3%
37 | COc1ccc(/C(O)=C2/C(=O)C(=O)N(c3ccccn3)C2c2ccc(OC)c(OC)c2)cc1 (centres undefined) | 3% | i | -9% | -6% | -0.8 | 2.1% | 20% | i | 3%
38 | COc1ccccc1N1CCN(C(=O)CSc2ccccc2)CC1 | 3% | i | -5% | -1% | -0.1 | 0.7% | 6% | i | /
39 | C/C(=N\NC(=O)c1cc(C)nc2ccccc12)c1ccccn1 | 4µM* | ? | ? | -1% | -1.3 | ? | -37% | i | ?
40 | COc1cc(/C=C(\C#N)C(=O)Nc2ccccc2C(=O)O)cc(Cl)c1OC | -9% | i | -9% | 0% | -2.8 | 0.9% | -26% | i | -26%
41 | CCC(=O)Nc1ccccc1-c1nc2ccccc2n(CC(=O)c2ccc(Br)cc2)c1=O | 7% | / | -5% | / | / | -0.5% | -5% | / | 17%
42 | O=C1CSC2(N1)C1CC3CC(C1)CC2C3 (centres undefined) | 3% | i | 2% | 4% | 0.4 | 0.1% | 2% | i | -2%
43 | O=C(NCCCN1CCCC1=O)c1cc(-c2ccc3c(c2)OCO3)nc2ccccc12 | -10% | i | -3% | 0% | -1.4 | 4.0% | 26% | i | -2%
44 | O=C(Nc1ncc(Cc2ccccc2Cl)s1)C1CCCO1 (centres undefined) | -1% | i | -12% | 0% | -1.4 | 0.4% | -24% | i | ?
45 | CC1CC(C)CN(C(=S)SCc2nc(N)nc(Nc3ccccc3)n2)C1 (centres undefined) | ? | i | 4% | 2% | -2.4 | 6.4% | 0% | i | 6%
46 | Oc1ccc2ccccc2c1/C=N/c1nccs1 | -14% | ? | 1% | -1% | 0.8 | -0.4% | -21% | i | 2%
47 | CC(=O)Nc1ccc(S(=O)(=O)Nc2cccn(Cc3ccc(C)cc3)c2=O)cc1 | -3% | i | -8% | 0% | -0.4 | -0.4% | -13% | i | -14%
48 | CC1CCC2(CC1)NC(=O)N(NC(=O)CCl)C2=O (centres undefined) | -2% | i | -17% | 1% | -0.7 | 5.3% | -6% | i | 19%
49 | C=CCNc1nc(C(=O)OCC(=O)Nc2c(Cl)cccc2C(F)(F)F)cs1 | -6% | i | 10% | 1% | -1.3 | -0.4% | -25% | i | 3%
50 | COC(=O)C(C#N)(CCC(=O)c1ccccc1)CCC(=O)c1ccccc1 | -6% | i | / | / | 0.8 | 0.5% | -2% | i | /

Assay outcomes: PubChem, National Center for Advancing Translational Sciences (NCATS)
